Cav3 T inh: Cav3.2 calcium influx blockers – cell-based, Fluo-4 calcium fluorescence, FDSS, MLSMR library, primary screen | Cav3.2-expressing cells; active compounds read low | AID 449739, 2010 | Voltage-dependent T-type calcium channel subunit alpha-1H (Homo sapiens), O95180 | 100,000 tested, 4% active | B-score at 10 µM;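 active = single-dose well whose peak fluorescence ratio is a statistical outlier from its plate by either plate-standardised score or position-corrected B-score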
Target sequence (O95180 whole entry, looked up): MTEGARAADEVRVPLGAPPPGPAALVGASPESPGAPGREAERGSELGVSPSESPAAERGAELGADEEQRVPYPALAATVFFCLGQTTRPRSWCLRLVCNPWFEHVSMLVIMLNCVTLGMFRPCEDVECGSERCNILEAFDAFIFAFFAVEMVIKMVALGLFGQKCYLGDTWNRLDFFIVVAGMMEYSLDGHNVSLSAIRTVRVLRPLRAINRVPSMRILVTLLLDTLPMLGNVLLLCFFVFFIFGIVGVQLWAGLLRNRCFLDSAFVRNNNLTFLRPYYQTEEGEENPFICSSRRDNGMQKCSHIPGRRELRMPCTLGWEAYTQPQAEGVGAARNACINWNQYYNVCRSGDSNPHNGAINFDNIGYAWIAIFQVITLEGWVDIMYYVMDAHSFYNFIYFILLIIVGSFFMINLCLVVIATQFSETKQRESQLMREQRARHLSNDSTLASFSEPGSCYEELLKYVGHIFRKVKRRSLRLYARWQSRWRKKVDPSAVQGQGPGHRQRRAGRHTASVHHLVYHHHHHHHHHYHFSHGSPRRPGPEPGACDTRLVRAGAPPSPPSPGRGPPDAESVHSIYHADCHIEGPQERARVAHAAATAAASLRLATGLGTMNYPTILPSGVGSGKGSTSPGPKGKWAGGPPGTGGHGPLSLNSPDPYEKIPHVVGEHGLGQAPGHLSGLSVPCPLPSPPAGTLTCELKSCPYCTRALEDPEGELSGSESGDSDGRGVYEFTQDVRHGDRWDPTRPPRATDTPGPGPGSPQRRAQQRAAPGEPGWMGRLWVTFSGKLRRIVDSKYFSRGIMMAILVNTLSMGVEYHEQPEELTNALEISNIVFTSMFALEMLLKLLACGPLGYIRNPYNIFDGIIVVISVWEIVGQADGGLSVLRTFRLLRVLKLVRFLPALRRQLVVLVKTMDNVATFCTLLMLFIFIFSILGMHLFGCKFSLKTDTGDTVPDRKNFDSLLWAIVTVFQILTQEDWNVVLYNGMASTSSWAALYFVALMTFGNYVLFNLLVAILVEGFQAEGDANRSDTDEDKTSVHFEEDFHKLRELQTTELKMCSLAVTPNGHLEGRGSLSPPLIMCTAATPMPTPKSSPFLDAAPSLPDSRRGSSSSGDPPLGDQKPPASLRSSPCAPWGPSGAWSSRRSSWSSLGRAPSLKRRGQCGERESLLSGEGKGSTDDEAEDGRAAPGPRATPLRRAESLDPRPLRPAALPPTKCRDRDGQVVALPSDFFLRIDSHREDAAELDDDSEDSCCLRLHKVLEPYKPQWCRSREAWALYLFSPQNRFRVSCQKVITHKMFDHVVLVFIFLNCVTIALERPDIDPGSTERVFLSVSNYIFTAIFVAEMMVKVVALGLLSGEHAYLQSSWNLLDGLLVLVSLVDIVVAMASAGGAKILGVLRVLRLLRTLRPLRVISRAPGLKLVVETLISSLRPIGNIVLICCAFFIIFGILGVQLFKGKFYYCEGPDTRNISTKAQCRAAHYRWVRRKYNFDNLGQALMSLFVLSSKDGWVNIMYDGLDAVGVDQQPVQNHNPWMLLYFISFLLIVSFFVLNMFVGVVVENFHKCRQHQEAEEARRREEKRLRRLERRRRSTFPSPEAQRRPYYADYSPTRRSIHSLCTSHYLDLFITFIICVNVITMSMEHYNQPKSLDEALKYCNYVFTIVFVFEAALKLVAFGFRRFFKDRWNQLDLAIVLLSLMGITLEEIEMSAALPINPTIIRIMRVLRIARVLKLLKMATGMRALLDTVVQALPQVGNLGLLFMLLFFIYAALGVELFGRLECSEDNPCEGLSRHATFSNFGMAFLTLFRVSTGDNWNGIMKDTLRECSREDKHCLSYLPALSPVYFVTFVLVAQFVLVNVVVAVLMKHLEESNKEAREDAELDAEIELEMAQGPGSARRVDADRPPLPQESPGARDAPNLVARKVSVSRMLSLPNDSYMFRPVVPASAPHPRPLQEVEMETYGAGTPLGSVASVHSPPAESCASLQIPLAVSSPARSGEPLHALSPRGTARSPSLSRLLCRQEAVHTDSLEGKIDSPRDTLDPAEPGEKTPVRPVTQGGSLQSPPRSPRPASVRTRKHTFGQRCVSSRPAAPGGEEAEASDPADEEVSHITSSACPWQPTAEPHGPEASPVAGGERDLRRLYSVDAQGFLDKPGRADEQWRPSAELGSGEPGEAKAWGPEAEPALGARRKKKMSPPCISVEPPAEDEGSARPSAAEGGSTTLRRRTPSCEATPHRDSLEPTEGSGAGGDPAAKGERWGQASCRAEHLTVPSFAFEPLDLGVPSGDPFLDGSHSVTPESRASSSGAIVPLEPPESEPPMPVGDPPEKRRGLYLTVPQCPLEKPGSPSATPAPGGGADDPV
The depositor's hits bear a star. An excerpt. The share of hits here may be higher or lower than overall.

compound,Cav3 T inh
Cc1nn(-c2cc(N3CCOCC3)ccc2N)c(=O)c2ccccc12,-0.05
Cn1c2ccccc2c2ncn(Cc3ccco3)c(=O)c21,0.17
CC1COC2C(O1)N(S(C)(=O)=O)CCN2S(C)(=O)=O (configuration not stated),0.58
CCCn1c(SCC(=O)Nc2c(C)cccc2C)nnc1C(C)C,-0.42
CC(=O)c1c(C)[nH]c(C(=O)N2CCc3ccccc32)c1C,-0.45
COC(=O)c1sc2nc(-c3ccccc3)c3c(c2c1N)CCCC3,0.031
CC(C)C[C@H](NC(=O)OC(C)(C)C)c1nnc(SCc2cccc(F)c2)o1,-3.4*
CCn1c(COc2ccc(=O)n(-c3ccccc3)n2)nnc1SCc1ccc(C)cc1,1.8
C[C@@H]1NC(=O)[C@H](CCC(N)=O)NC(=O)c2cc([N+](=O)[O-])cc(I)c2NCCC[C@@H](C(N)=O)NC1=O,-0.47
COCCN1C(=O)c2ccc(C(=O)Nc3nccs3)cc2C1=O,0.33
CN1CCN(c2ccc(C(=O)c3ccc(F)cc3)cc2)CC1,0.68
CC1(C)C(=O)NCCN1C(=O)CSc1nccc(-c2ccc(Br)cc2)n1,1.6

More results:
compound,Cav3 T inh
CCOC(=O)N1CCN(C(=O)Cc2ccc(C)cc2)CC1,0.14
Cc1ccc(-c2cc(=O)c3cc(C)ccc3[nH]2)cc1,1.2
COc1ccc(C(C)(C)C)cc1NC(=O)C1CC=CCC1C(=O)O (configuration not stated),0.77
O=S(=O)(Nc1ccc(N2CCCCC2)cc1)c1cccs1,-1.8
CCOC(=O)CSc1nnc(NC(=O)c2cccc(S(=O)(=O)N3CCCCC3)c2)s1,0.26
N#CCc1nc(CSc2nc3ccccc3s2)cs1,-0.28
CC1(C)c2[nH]c3ccccc3c2C[C@H]2C(=O)N(Cc3cccc(F)c3)C(=O)N21,-1.2
CCCCCNC(=O)Cc1cc(=O)[nH]c(=O)[nH]1,-0.2
COc1cc2[nH]c(=S)n(C3CCCC3)c(=O)c2cc1OC,1.4
COc1ccc(/C=C2\CCc3ccccc3C2=O)cc1Cn1nc(C)cc1C,-4.3*
COCC(=O)n1cc(C(=O)OC)c2ccccc21,1.2
COC(=O)/C=c1/sc2n(c1=O)CCN=2,1.9

More compounds.
compound,Cav3 T inh
O=C(Cc1cnn(-c2ccccc2)c1)c1ccc(O)c(O)c1O,-2.3
CC(NO)/C(=N\O)c1cccs1 (configuration not stated),0.78
COc1ccc(-c2ncccc2O)cc1,0.088
Cc1cc(C(=O)CSc2n[nH]c(N)n2)c(C)n1-c1cccc(F)c1,-0.24
COc1ccc(CCNc2c([N+](=O)[O-])c(=O)oc3ccccc23)cc1OC,0.55
Cc1ccccc1NC(=O)c1ccc(CN2CCc3ccccc3C2)cc1,-6.7*
Cc1nc2sccc2c(=O)n1-c1cccc(Cl)c1,0.64
FC(F)Oc1ccc(/C=N/c2c(-c3ccc(OC(F)F)cc3)nc3n2CCS3)cc1,-0.42
CC(C)Oc1nc(-c2ccccc2O)nc2ccccc12,-0.64
CCOC(=O)c1c(NC(=O)C2CCCO2)sc(C(=O)OC(C)(C)C)c1C (configuration not stated),-0.63
O=S(=O)(c1ccccc1)c1nc(-c2cccs2)oc1NCCCn1ccnc1,-1.4
COc1ccc(OC)c(N(CC(=O)Nc2ccccc2C(=O)NCc2ccco2)S(C)(=O)=O)c1,0.097

Structures above shown as hits in Cav3 T inh.
compound,Cav3 T inh
CC(C)C[C@H](NC(=O)OC(C)(C)C)c1nnc(SCc2cccc(F)c2)o1,-3.4*
COc1ccc(/C=C2\CCc3ccccc3C2=O)cc1Cn1nc(C)cc1C,-4.3*
Cc1ccccc1NC(=O)c1ccc(CN2CCc3ccccc3C2)cc1,-6.7*

Further records follow.
compound,Cav3 T inh
O=c1/c(=C/c2ccccn2)sc2n1CN(c1ccccc1)CN=2,-0.44
CC(=O)c1c(C)nn(C(=O)N2CCOCC2)c1C,0.035
Cc1ccccc1-n1c(=O)cc(NCc2ccc3c(c2)OCO3)[nH]c1=O,-1.6
COc1ccc(NC(=O)CN2CCC3(O)CCCCC3C2c2cc(OC)ccc2OC)cc1 (configuration not stated),0.014
O=C(NC1CCCCC1)NC1CC2CCC(C1)N2C(=S)NCc1ccco1 (configuration not stated),0.096
CCOC(=O)c1c(N)c(C#N)c2n1CCCC2,0.68
CCn1c(SC(C)C)nnc1C1CCN(S(=O)(=O)c2ccc(OC)cc2)CC1,1.2
Cc1nn(-c2ccc3nnc(Br)n3n2)c(C)c1Br,-0.32
CCC(C)NCCOCCSc1ccc(Cl)cc1 (configuration not stated),1.2
COc1cccc(NC(=O)CCN2C(=O)c3ccccc3S2(=O)=O)c1,-0.14
CSc1cccc(NC(=O)C2CCCN(S(=O)(=O)c3cnc[nH]3)C2)c1 (configuration not stated),0.51
Clc1ccc(C2CC(c3cccs3)n3ncnc3N2)cc1Cl (configuration not stated),-0.45

New compounds follow
compound,Cav3 T inh
c1ccc(-c2csc(Nc3cccnc3)n2)nc1,-0.19
COC(=O)N1CCN(S(=O)(=O)c2ccc(F)cc2)CC1,0.76
Cc1ccc(OCCCN2CCCC2)c(C)c1,0.56
CC(C)CNC(=O)C1Nc2ccc(C(F)(F)F)cc2C2C=CCC12 (configuration not stated),-0.84
COC(=O)CNc1c(-c2ccccc2)nc2ccc(Br)cn12,-0.8
O=C1C(Cc2ccccc2)S/C(=N/N=C/c2ccco2)N1c1ccccc1 (configuration not stated),-0.26
O=C(Cn1c(=O)n(-c2ccccc2)c(=O)c2sccc21)N1CCCC1,0.89
CCC1(C)CC(CCNS(=O)(=O)c2ccc(C)cc2)(c2ccc(C)cc2)CCO1 (configuration not stated),-5.3*
Cn1c(=O)c2cc(S(=O)(=O)NCCC(=O)NC3CCCCCCC3)ccc2n(C)c1=O,1.3
CN1C(=O)c2ccc(N3CCCC3)cc2C1=O,-3.3
CCN(CC)S(=O)(=O)c1ccc(OC)c(NS(=O)(=O)c2ccc(F)cc2)c1,-0.068
Cc1ccc(N(Cc2ccc(C(=O)NC3CCCCC3)cc2)S(C)(=O)=O)cc1C,0.8

Some of these compounds in order of molecular weight, descending.
compound,Cav3 T inh
CCn1c(COc2ccc(=O)n(-c3ccccc3)n2)nnc1SCc1ccc(C)cc1,1.8
Cc1ccccc1-n1c(=O)cc(NCc2ccc3c(c2)OCO3)[nH]c1=O,-1.6
O=C(Cc1cnn(-c2ccccc2)c1)c1ccc(O)c(O)c1O,-2.3

The listing continues:
compound,Cav3 T inh
C=CCOc1ccc(C2C(C#N)=C(N)N(Nc3ccccc3)C3=C2C(=O)CCC3)cc1OC (configuration not stated),-0.92
O=c1[nH]c(CSc2nc3ccccc3o2)nc2c1cnn2-c1ccccc1,1.5
CCC1=C(OC(=O)N(CC)CC)N2C(=O)OC(=NCc3ccccc3)[C@]2(C)[C@H]2C1=CC[C@H]1C(=O)N(c3ccccc3)C(=O)[C@H]12,-0.54
O=C(NCc1cccnc1)c1ccc(COc2cccc3ccccc23)o1,-2.9
Cc1ccc(-n2cc3c(-c4cccc(Br)c4)nnc(C)c3n2)cc1,-0.4
COCCNC(=O)CSc1nc2ccccc2c2nc(C)nn12,0.66
O=C(Nc1ccccc1)c1sc2cc(C(F)(F)F)cnc2c1-c1cccs1,-0.63
CCC1=C(OC(=O)N(CC)CC)N2C(=O)OC(=NCC3CC3)[C@]2(Cc2ccccc2)[C@H]2C1=CC[C@H]1C(=O)N(CC(=O)OC)C(=O)[C@H]12,-1.4
Cc1cccc(NC(=S)NC2CC3CCCC(C2)N3CC(C)C)c1C (configuration not stated),0.49
CCOc1ccc(N2C(=O)CC(NCc3ccc(F)cc3)C2=O)cc1 (configuration not stated),0.64
Cc1oc2ccc(OCc3ccccc3F)cc2c1C(=O)O,0.18
O=C(Nc1ccccc1Cl)N1CCN(c2ccccn2)CC1,-0.49

The listing continues.
compound,Cav3 T inh
CCOC(=O)C1=C(C)NC(=S)N(C(C)=O)C1c1ccc(Cl)cc1 (configuration not stated),-5.5*
O=C(CCC(NC(=O)OCc1ccccc1)C(=O)OCC(=O)N1CCCCC1)OCC(=O)N1CCCCC1 (configuration not stated),0.28
Cc1ccc(CNC(=O)CN(C2CCCCC2)S(C)(=O)=O)cc1,-0.88
CN1c2ccccc2C(C)(C)C12C=Nc1c(cc(N3CCOCC3)c3ccccc13)O2 (configuration not stated),-2.3
CC1=CC(C)(C(Cl)Cl)C(C)=CC1=O (configuration not stated),-0.61
COC(=O)C1(Cc2ccc(O)c(CC3OC3(C)C)c2)OC(=O)C(O)=C1c1ccc(O)cc1 (configuration not stated),-3.1
COC(=O)C1=C(C)NC(=O)C1(Nc1ccc(Cl)cn1)C(F)(F)F (configuration not stated),-1.5
CC1CCN(CCC(=O)Nc2ccc3c(c2)CCC3)CC1,1
CSc1ccccc1NC(=O)c1c(C)noc1C,-0.4
O=C(c1cnn2c(C(F)F)cc(C3CC3)nc12)N1CCOCC1,0.31
COc1cc(C(C)=O)ccc1OC(=O)C(C)N1C(=O)c2ccccc2C1=O (configuration not stated),-0.61
CC1CC(=O)N(CC(=O)N2CCCC2)c2ccccc2S1 (configuration not stated),0.37

(more compounds)
compound,Cav3 T inh
CCCC(c1nnnn1CC1CCCO1)N1CCN(c2nc3ccccc3s2)CC1 (configuration not stated),-0.62
O=C(NCCc1c[nH]c2ccccc12)C(F)(F)F,0.58
O=c1c2c(nc3n1CCCCC3)sc1c(O)c(Br)ccc12,1.2
CCOC(=O)N1CCN(C(=O)CN(c2ccccc2OC)S(=O)(=O)c2ccc(C)cc2)CC1,-0.23
COc1cc(C2C(C#N)=C(N)OC3=C2C(=O)CC(C)(C)C3)ccc1OC(=O)N1CCOCC1 (configuration not stated),1.3
Cc1ccc(NCc2nnc(SC(C)C(=O)N/N=C/c3ccc(C)o3)n2-c2ccccc2)cc1 (configuration not stated),-1
Cc1cccc(CN2C[C@]34CC[C@@H](C[C@@H]3S2(=O)=O)O4)c1,1.4
Cc1cccc(C)c1OCCCN1CCCC1,-0.0013
Cc1nn(Cc2ccc([N+](=O)[O-])cc2)c(=O)n1-c1cccc(F)c1,-0.55
CCC1CCCCN1C(=O)CCCOc1ccccc1 (configuration not stated),-0.079
COc1ccc(N(C)C(=O)c2ccc3nc(-c4ccccc4)c(-c4ccccc4)nc3c2)cc1,-8.8*
Cc1csc2ncc(C(=O)Nc3cccc(C(F)(F)F)c3)c(=O)n12,0.41

(further entries)
compound,Cav3 T inh
CCN(CC)Cc1c(O)ccc2c([N+](=O)[O-])c(C)n(-c3ccc(OC)cc3)c12,-0.022
Cc1ccc(S(=O)(=O)N(C)CC(=O)N2CCCc3ccccc32)cc1,0.023
CCOC(=O)c1ccc(NC(=O)CSc2nnnn2C2CCCCC2)cc1,-0.026
COc1cccc(C(=O)Nc2ccccc2)c1,0.11
Cc1cccc(CS(=O)(=O)c2nnc([C@H](Cc3ccccc3)NC(=O)OC(C)(C)C)o2)c1,-0.027
[O-]C1=N/[N+](=C/c2ccc(Cl)c(Cl)c2)CC1,-0.31
COCCNC(=O)CN(c1cc(C(F)(F)F)ccc1Cl)S(C)(=O)=O,0.94
O=C1N/C(=C/c2ccc(N3CCOCC3)cc2)C(=O)N1Cc1ccc(F)cc1,-0.69
Cn1c2c(c(=O)n(C)c1=O)CN(CC1CCCO1)CN2 (configuration not stated),0.43
Clc1ccc(-c2csc(N3CCC(c4ccccc4)C3)n2)cc1 (configuration not stated),-0.61
Cc1cc(Cl)c(S(N)(=O)=O)cc1OCC(N)=O,-0.23
CC(=O)c1c(C)[nH]c(C(=O)NCc2cccs2)c1C,0.19

As entered above.
`CCN(CC)Cc1c(O)ccc2c([N+](=O)[O-])c(C)n(-c3ccc(OC)cc3)c12` – Cav3 T inh: -0.022
`[O-]C1=N/[N+](=C/c2ccc(Cl)c(Cl)c2)CC1` – Cav3 T inh: -0.31
`Clc1ccc(-c2csc(N3CCC(c4ccccc4)C3)n2)cc1` (configuration not stated) – Cav3 T inh: -0.61
`CC(=O)c1c(C)[nH]c(C(=O)NCc2cccs2)c1C` – Cav3 T inh: 0.19
`Cc1cc(Cl)c(S(N)(=O)=O)cc1OCC(N)=O` – Cav3 T inh: -0.23

Following part:
compound,Cav3 T inh
COc1cc(C(=O)OCC(=O)Nc2c(F)c(F)c(F)c(F)c2F)cc(OC)c1OC,0.35
O=C(NC1CCCC1)C(NS(=O)(=O)c1cccc2nsnc12)c1ccccc1 (configuration not stated),0.96
c1ccc(Cn2nnnc2CN2CCOCC2)cc1,-1.2
Cc1c(Br)c(C(F)(F)F)nn1CC(=O)NCCN1CCOCC1,0.41
COc1ccc(N2Cc3cccc(C(=O)N4CCOCC4)c3C2=O)cc1,-0.1
Cc1ccc(S(=O)(=O)N(C)C2(C)CCS(=O)(=O)C2)cc1 (configuration not stated),1.6
Cc1onc(-c2c(F)cccc2Cl)c1C(=O)NCCc1ccc(S(N)(=O)=O)cc1,-3.7
O=C(c1ccccc1)N1CCN(C(=O)C23CC4CC(CC(C4)C2)C3)CC1,0.84
CCc1nnc(NC(=O)Cn2nc(-c3ccc(OC)c(OC)c3)ccc2=O)s1,0.48
Cc1ccn2c(NC(=O)c3ccco3)c(-c3ccccc3)nc2c1,-2.2
CC(C)n1c(=S)[nH]c2c1c(=O)[nH]c(=O)n2C,-0.27
Cc1cc(C)cc(N(CC(=O)N2CCn3c2nc2ccccc23)S(=O)(=O)c2c(C)noc2C)c1,-5.6*

Further results follow.
compound,Cav3 T inh
Cc1c(C(=O)NC(C)CN2CCCCC2)oc2ccccc12 (configuration not stated),0.56
CCOc1cc(NC(=O)C2CC2)c(OCC)cc1NC(=O)c1ccccn1,0.66
CCOC(=O)c1[nH]c2cc(OC)c(OC)cc2c1NC(=O)c1nonc1C,-1.4
Cc1cc(=O)oc2cc(OCC(=O)Nc3nnc(C(C)C)s3)ccc12,0.02
CC(c1ccccc1)C1CC(=O)N(C2CCCCC2)C1=O (configuration not stated),-0.076
COc1ccc(-c2nnc(SCC(=O)c3[nH]c(C)c(C(C)=O)c3C)o2)cc1,-1.7
CCCCOCCCNC(=O)N[C@H](C(=O)OC)C(C)C,0.4
